High-throughput results from PubChem BioAssay.
PRMT1 FP inh = blocks human protein arginine methyltransferase 1 | Q99873 | recombinant PRMT1, activity-based probe fluorescence polarization | inhibition, % at 2.79 µM | 1.3% of 370,000 active;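 active means inhibition above about 21% made by adding two undisclosed values, limit read from the data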
Target sequence (Q99873 whole entry, looked up): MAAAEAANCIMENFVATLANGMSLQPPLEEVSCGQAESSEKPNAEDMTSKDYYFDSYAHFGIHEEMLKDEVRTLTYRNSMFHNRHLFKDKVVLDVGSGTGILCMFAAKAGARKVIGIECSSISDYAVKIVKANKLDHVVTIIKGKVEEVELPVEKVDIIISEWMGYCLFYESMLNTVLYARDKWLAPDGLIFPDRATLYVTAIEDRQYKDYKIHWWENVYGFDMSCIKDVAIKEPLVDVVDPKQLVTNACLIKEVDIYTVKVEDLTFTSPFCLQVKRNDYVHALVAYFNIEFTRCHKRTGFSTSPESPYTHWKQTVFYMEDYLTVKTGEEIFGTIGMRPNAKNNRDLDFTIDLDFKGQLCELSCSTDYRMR
LEDGF integ inh = blocks HIV-1 LEDGF/p75-dependent DNA integration | TR-FRET IN-LEDGF/p75 DNA integration, Eu/Cy5 | inhibition, % at 3.7 µM | 0.64% of 370,000 active | AID 743269;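 active means inhibition above the screen-wide mean plus 3 SD, cut at about 13% in these data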;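 further: signal is the Cy5 over europium emission ratio at 671 and 618 nm; 0% = plate median of compound wells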
PG9 binder = binds the HIV-1 gp120 antibody PG9 | TR-FRET gp120-PG9 antibody binding | inhibition, % at 6.7 µM | 0.43% of 360,000 active; in the data active means inhibition above about 8.5%
rCAG binder = molecules binding r(CAG) RNA repeats; inhibition, % at 3 µM; r(CAG) RNA repeat, TO-PRO-1 dye displacement fluorescence; AID 651821; 1.3% of 370,000 active;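 active means inhibition above the plate cutoff, the mean of all test compounds on that plate plus 3 SD, cut at about 35% in these data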;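 further: 0% = DMSO alone and 100% = 100 µM mitoxantrone as full dye displacement; higher means more dye released from RNA so lower well fluorescence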
HTRA1 inh = blocks human HTRA1 serine peptidase | Q92743 | recombinant HTRA1, FP-rhodamine activity-based probe, fluorescence polarization | inhibition, % at 5.96 µM | 0.5% of 340,000 active | AID 504803; in the data active means inhibition above about 36%;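 further: 0% = enzyme with DMSO and 100% = wells lacking enzyme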
NR1D1 modulator = modulators of human Rev-erb alpha DNA binding; P20393; Rev-erbα–FITC-DNA binding, fluorescence polarization, 90 min; activity, % at 10 µM; 0.79% of 370,000 active; AID 1259318;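 active means activity above about 14%, limit read from the data; passing the limit was not always enough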;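 further: 0% = DMSO wells with 35 nM protein and 100% = DMSO wells with 750 nM protein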
TDP2 inh = TDP2 (human) inhibition, absorbance primary screen | AID 720702 | 0.34% of 370,000 active | inhibition, % at 12.8 µM | recombinant TDP2, T5PNP hydrolysis, p-nitrophenol absorbance 415 nm;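 active means inhibition above the mean of all tested compounds plus 3 SD, set per campaign, cut at about 25% in these data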;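 further: 0% = DMSO with enzyme and 100% = buffer with substrate but no TDP2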
Target sequence (O95551 whole entry, looked up): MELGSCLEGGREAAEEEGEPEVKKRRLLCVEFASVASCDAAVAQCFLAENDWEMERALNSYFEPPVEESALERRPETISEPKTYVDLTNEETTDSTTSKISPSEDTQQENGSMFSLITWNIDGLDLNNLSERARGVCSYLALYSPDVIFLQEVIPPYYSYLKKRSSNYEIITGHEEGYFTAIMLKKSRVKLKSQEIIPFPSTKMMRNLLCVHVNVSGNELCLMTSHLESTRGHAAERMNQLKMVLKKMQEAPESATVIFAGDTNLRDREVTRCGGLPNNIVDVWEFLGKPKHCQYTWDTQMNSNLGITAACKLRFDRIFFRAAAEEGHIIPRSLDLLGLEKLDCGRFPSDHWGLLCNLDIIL
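Read-out basis: percent inhibition. System: recombinant human TDP2. Buffer or medium: Mg2+-containing Tris-HCl buffer, pH 7.5. Repeats: single replicate. Timing: reaction 2 h, 37 °C. Benchmarks: high control without enzyme, low control DMSO plus TDP2. Probe or stimulus: 5 mM T5PNP. Doses: 12.8 µM only. Measured by: epi absorbance of p-nitrophenol freed from T5PNP by hydrolysis.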
TCR CD3 inh = inhibitors of human TCR-CD3 interaction; inhibition, % at 9.4 µM; 0.37% of 360,000 active; AID 651800; TAMRA-labeled TCR probe fluorescence, biochemical; in the data active means inhibition above about 19%;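 further: recombinant mutant TCR 2C K166C tagged with TAMRA read by polarization; 0% = receptor in buffer alone and 100% = receptor with positive control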
ABHD4 inh = inhibitors of mouse ABHD4; purified mABHD4, FP-Rh probe fluorescence polarization; inhibition, % at 8.92 µM; 0.54% of 370,000 active;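 active means inhibition exceeding the mean over every tested compound plus 3 SD, cut at about 30% in these data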;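 further: 0% = plate median of compound wells and 100% = S159A mutant with DMSO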
Target sequence (Q8VD66 whole entry, looked up): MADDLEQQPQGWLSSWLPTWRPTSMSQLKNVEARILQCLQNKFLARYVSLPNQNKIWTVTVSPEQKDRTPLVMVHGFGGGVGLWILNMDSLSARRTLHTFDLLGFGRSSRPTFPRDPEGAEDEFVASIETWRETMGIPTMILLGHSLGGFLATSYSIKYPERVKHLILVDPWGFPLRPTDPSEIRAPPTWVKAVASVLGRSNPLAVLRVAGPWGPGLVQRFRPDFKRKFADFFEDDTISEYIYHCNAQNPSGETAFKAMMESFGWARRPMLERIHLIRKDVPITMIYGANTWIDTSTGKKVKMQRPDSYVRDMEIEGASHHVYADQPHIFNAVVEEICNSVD
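Assay system: Wild-type mouse ABHD4 protein | Medium: HEPES pH 7.0 buffer, 150 mM NaCl, 0.01% Pluronic F-127 | Incubation: Enzyme–compound pre-incubation 45 min, then probe 60 min, both 25 °C | Technique: Fluorescence polarization with parallel and perpendicular emission, 525/598 nm | Evaluation: % inhibition of FP-Rh probe binding versus controls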
SIAE inh = blocks human sialic acid acetylesterase; inhibition, % at 9.66 µM; AID 1053197; Q9HAT2; 0.69% of 370,000 active; SIAE FP-Rh probe binding, fluorescence polarization;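 active means inhibition above a cutoff: mean of compounds within the control limits plus 3 SD of those, cut at about 17% in these data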;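 further: 0% = plate median of compound wells and 100% = probe without SIAE protein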
Starred values were filed as active, the others as inactive; . = no result given; & = joins results of further samples. This is a subset (hit frequency here may not be typical).

SMILES	PRMT1 FP inh	LEDGF integ inh	PG9 binder	rCAG binder	HTRA1 inh	NR1D1 modulator	TDP2 inh	TCR CD3 inh	ABHD4 inh	SIAE inh
CC(CCc1ccccc1)NC(=O)COC(=O)c1ccc(S(C)(=O)=O)c([N+](=O)[O-])c1 (stereo not given)	1	-1	0.6	0	-23	0	0	2	1	-9
Cc1cc(=O)oc2cc(OCC(=O)OCC(=O)N3CCC(C)CC3)ccc12	-2	1	1.0	-3	-2	3	5	4	0	8
CC(=O)c1sc(NC(=O)c2oc3ccc(F)cc3c2C)nc1C	-3	-1	0.3	4	6	54*	0	-6	2	-13
Cc1cc(C)c(S(=O)(=O)N2CCCOC2CNC(=O)C(=O)NCCC2=CCCCC2)c(C)c1 (stereo not given)	0	-5	0.2	0	0	3	4	5	1	6
Cc1cccc(NC(=O)[C@@H]2CCCN2C2=NS(=O)(=O)c3ccccc32)c1C	-1	-1	-3.4	4	0	8	6	3	-1	2
O=C(NCCO)c1ccc(CSc2nc3ccccc3[nH]2)cc1	1	0	-0.8	-1	2	12	6	2	4	3
CCc1ccc(NC(=S)Nn2cnnc2)cc1	1	4	0.1	2	3	-6	-1	7	-5	6
CCOC(=O)N1CCN(C(=S)NC(=O)c2ccc(Br)cc2)CC1	-3	4	-1.1	-3	1	-3	6	7	-3	4
CCOC(=O)C1=C[C@@H](C(C)(C)C)N(S(=O)(=O)c2ccc(C)cc2)[C@H]1c1cccc(Cl)c1	1	1	-0.3	3	.	5	-9	7	3	-9
Cn1nc(-c2ccc(C(=O)NCCO)cc2)c2ccccc2c1=O	4	-4	1.0	-3	3	-1	-16	-8	-1	-1
CCCC(C(=O)NC1=NCCS1)c1ccccc1 (stereo not given)	2	2	-0.8	1	4	-1	6	-2	-2	1
O=c1c2ccccc2ncn1CCCSc1ccc(Cl)cc1	-1	3	-1.2	-4	-19	2	-10	5	-4	5
O=C(CNS(=O)(=O)c1ccc(C(=O)N2CCCCC2)cc1)N1CCCCC1	0	4	-0.7	-3	-1	-4	-7	4	-4	4
O=[N+]([O-])c1ccc(O)c(-c2cc(C(F)(F)F)nc(-c3ccccc3)n2)c1	-7	0	-2.4	5	0	133*	9	3	-5	3
COC(=O)c1sc(N)c(C(=O)OC)c1CSc1nnc(-c2ccccc2Cl)n1C	0	-3	-2.0	1	-1	2	5	4	0	2
O=C(c1ccco1)N(CC1CCCO1)c1nc(-c2ccccc2)cs1 (stereo not given)	1	-1	1.9	0	-32	3	2	4	-10	-11
Cc1noc(C)c1COc1ccc(C(=O)N2CCC(C)CC2)cc1	-3	-3	1.3	-1	3	-3	4	0	6	-6
CCn1nnnc1SCC(=O)c1cccc(OC)c1	0	-1	-1.1	2	-11	1	7	-3	-1	-4
CCOC(=O)C1CCN(Cc2ccc(OCc3ccccc3)cc2)CC1	2	-11	0.7	-4	1	3	4	0	11	-7
CC1(C(=O)NS(=O)(=O)c2ccc(Br)cc2)CCN1C(=O)Cc1ccsc1 (stereo not given)	-2	1	1.2	4	.	-5	3	4	6	-5
Cc1ccc(S(=O)(=O)NCC(=O)NCC(=O)OCc2c(F)cccc2Cl)cc1	1	-2	0.1	-3	-3	-1	-3	2	-2	-2
COC(=O)Cn1c(C(F)(F)F)nc2ccccc21	-1	-2	-0.3	1	3	2	13	1	-6	1
COc1ccc2c(c1)c1nc3ccccc3nc1n2CC(=O)OC(C)C	2	2	0.9	1	1	-4	7	8	4	-8
Cc1cccc(C(C#N)c2ccc(Cl)nn2)c1 (stereo not given)	1	5	-1.6	1	.	2	-5	2	-6	-1
CCc1ccccc1OCc1nc2ccc(S(=O)(=O)N3CCOCC3)cc2[nH]1	-3	-1	0.1	3	-9	0	4	0	-14	-5
COc1cc(/C=N/NC(=O)c2cccnc2)ccc1OS(=O)(=O)c1ccc(C)cc1	-1	6	-2.7	-3	-12	0	-3	3	-14	-26
COc1ccc(NC(=O)c2sc3nc(-c4cccnc4)ccc3c2N)cc1OC	4	1	-4.0	-1	6	3	11	5	1	6
COc1ccc(OC)c(S(=O)(=O)Nc2cc(C)on2)c1	-1	0	-1.1	3	2	4	-6	7	-2	4
Cc1ccc(C(=O)OC(C(=O)O)C(OC(=O)c2ccc(C)cc2)C(=O)O)cc1 (stereo not given)	1	5	0.7	0	-4	3	1	3	2	4
COc1ccc(CCN2CCCn3c2nc2c3c(=O)n(CC(N)=O)c(=O)n2C)cc1OC	1	-1	-0.1	-5	0	-4	12	-2	11	-1
CN(CCC1CCCCO1)Cc1cn(C)nc1-c1ccc2c(c1)OCCO2 (stereo not given)	0	4	-0.2	-6	-3	3	5	-5	-9	-5
COc1cccc(N2CCN(C(=O)c3cccc(S(=O)(=O)N4CCCC4)c3)CC2)c1	4	-2	1.6	1	3	-4	0	2	5	2
CCCCC(O)(C(NC=O)C(=O)OC)C(F)(F)F (stereo not given)	-1	4	-0.9	0	8	2	0	4	0	0
COc1ccc([C@H]2CC(=O)C=C(c3cc(Cl)ccc3C)C2)cc1	0	0	-0.4	-3	-37	-3	-4	-2	-4	-4
CC(C)Cc1nnc(NC(=O)Cc2cccs2)s1	6	4	-2.7	14	-4	0	4	-6	-9	-23
O=C(O)c1ccccc1/C=N/Nc1ccc(S(=O)(=O)Nc2ccc(Cl)cc2)cc1[N+](=O)[O-]	-1	5	-1.1	67*	.	9	0	-3	44*	2
CCN(C(=O)CSc1nc(C2CC2)n(-c2ccccc2)n1)C1CCS(=O)(=O)C1 (stereo not given)	-8	6	-0.5	-1	9	-1	-6	-3	-7	-7
O=C(COC(=O)c1cc(S(=O)(=O)N2CCOCC2)ccc1F)NCc1ccco1	1	1	-2.2	0	4	-2	12	9	1	-4
CN(C)/C=C/c1oc2ccc(O)cc2c1[N+](=O)[O-]	14	18*	-27	11	4	37*	7	1	32*	-2
CCn1c(CNc2cccc(Cl)c2)nnc1SCc1ccccc1	1	-4	-1.7	-5	-14	1	6	-2	-3	0
CCOC(=O)Cn1nc(C(F)F)c(Br)c1C	-1	2	0.6	-1	8	2	11	4	-3	3
CC(=O)[C@H]1CC[C@H]2[C@@H]3CCC4=CC(=O)CC[C@]4(C)[C@H]3CC[C@]12C	-6&1	6&0	-0.7&0.2	1&1	3&-4	-4&3	-10&5	-7&5	-12&-3	-4&-5
COc1ncccc1C(=O)NC1CCCc2c1cnn2-c1cc(C)cc(C)c1 (stereo not given)	-3	2	-0.1	-7	-10	1	-5	-2	-8	5
COc1ccc(N2CCN(C(=O)NC34CC5CC(CC(C5)C3)C4)CC2)cc1	1	-2	-0.7	-10	0	-3	-8	-2	11	1
O=S(c1ccccc1O)S(=O)c1ccccc1O (stereo not given)	88*	4	-1.7	72*	40*	-1	6	10	37*	4
CCC(C)C(NC(=O)OC(C)(C)C)C(=O)NC(C(=O)N1CCCC1C(N)=O)C(C)CC (stereo not given)	-2	0	1.8	-5	2	-1	-3	6	-5	-2
CCC1=NN(C(=O)c2ccc(Cl)cc2)C(O)(c2ccc(C)cc2)C1 (stereo not given)	1	3	-1.0	1	10	2	0	12	-2	3
c1ccc(COc2cccc(CN3CCN(c4ccccn4)CC3)c2)cc1	1	0	0.5	-7	-3	2	1	5	-13	8

Looked up by structure from the list above:
SMILES	PRMT1 FP inh	LEDGF integ inh	PG9 binder	rCAG binder	HTRA1 inh	NR1D1 modulator	TDP2 inh	TCR CD3 inh	ABHD4 inh	SIAE inh
COc1ncccc1C(=O)NC1CCCc2c1cnn2-c1cc(C)cc(C)c1 (stereo not given)	-3	2	-0.1	-7	-10	1	-5	-2	-8	5
c1ccc(COc2cccc(CN3CCN(c4ccccn4)CC3)c2)cc1	1	0	0.5	-7	-3	2	1	5	-13	8
CCC(C)C(NC(=O)OC(C)(C)C)C(=O)NC(C(=O)N1CCCC1C(N)=O)C(C)CC (stereo not given)	-2	0	1.8	-5	2	-1	-3	6	-5	-2
CCC1=NN(C(=O)c2ccc(Cl)cc2)C(O)(c2ccc(C)cc2)C1 (stereo not given)	1	3	-1.0	1	10	2	0	12	-2	3

The listing continues.
SMILES	PRMT1 FP inh	LEDGF integ inh	PG9 binder	rCAG binder	HTRA1 inh	NR1D1 modulator	TDP2 inh	TCR CD3 inh	ABHD4 inh	SIAE inh
CCC(=O)c1c[nH]c(C(=O)N2CCN(c3ccccc3)CC2)c1	1	2	-2.3	-7	0	-4	-7	8	6	-1
O=C(CN1CCOCC1)NNc1nc(-c2ccccc2)c2cc(Br)ccc2n1	0	-4	2.6	-6	-12	1	8	-2	4	-8
CC(=O)c1cccc(NC(=O)c2cnccn2)c1	-3	-3	0.2	-2	1	3	-9	7	1	0
C=CCn1c(N2CCCC2)nc2c1c(=O)[nH]c(=O)n2C	-3	0	0.1	-3	-2	1	-3	0	4	6
COc1cccc(CNC(=O)[C@H]2CCCN2C(=O)[C@H]2CCCN2C(=O)c2ccc(C)cc2)c1	-5	1	0.9	0	.	-10	4	-5	11	1
Cc1cccc(N2N=C(C(=O)Nc3nc(C)cs3)CCC2=O)c1	0	-1	-0.1	-2	1	-8	-1	3	-3	1
CCOc1cc2[nH]c(=S)n(CC3CCCN3CC)c(=O)c2cc1OCC (stereo not given)	0	1	0.4	-1	-1	0	5	-7	7	-1
O=c1cc(CN2CCCCCCC2)c2ccccc2o1	-2	2	5.9	8	.	-28	-3	-4	-4	2
COc1ccc(C(C(=O)NC2CCCC2)N(Cc2ccccc2)C(=O)c2snc(C(N)=O)c2N)cc1OC (stereo not given)	2	-2	-1.3	-6	-8	5	2	0	-2	2
C[C@H]1CN([C@@H](C)CO)C(=O)CCCn2cc(nn2)CO[C@@H]1CN(C)C(=O)c1ccccc1	-3	-2	-0.3	2	.	-1	5	4	-1	6
Cc1cccc(Nc2nc(C)nc3c2oc2ccccc23)c1	1	2	3.7	-4	-43	-4	7	-4	-12	-6
Cc1cc(C(=O)Cn2nnc(-c3ccc(Cl)cc3)n2)c(C)n1CC1CCCO1 (stereo not given)	0	2	-1.8	2	3	1	-10	2	-13	-3
CN(C)CC(C)(C)CNC(=S)NCc1ccc2c(c1)OCO2	2	2	0.5	3	5	-4	8	1	6	1
Cc1ccc(S(=O)(=O)Nc2cc(Cl)ccc2-n2cncn2)cc1	-4	2	-0.5	13	-1	-2	7	-2	5	0
C=CC[C@@H](CC(=O)NCCO)C(=O)N[C@H](COC(=O)[C@@H](CC=C)Cc1ccc(F)cc1)Cc1c[nH]c2ccccc12	2	3	-0.9	1	-5	5	-1	-6	-4	7
CC(C)(C)n1nnnc1C(c1cccc(C(F)(F)F)c1)N1CCOCC1 (stereo not given)	-3	0	-0.9	0	0	3	-11	-9	-9	-3
Cc1occc1-c1nnc(SCC(=O)NC2CC2)n1C	-3	4	-0.7	0	0	-4	4	7	4	-5
COCCn1cnnc1SCC(=O)Nc1cccc(S(=O)(=O)N(C)c2ccccc2)c1	-1	1	-0.5	-3	3	-4	3	8	0	4
O=C(NCCc1ccc(Cl)cc1)C1CCCN1C(=O)Nc1ccc(F)cc1 (stereo not given)	0	-4	-1.6	-5	-2	6	4	-1	8	0
